Source: PubChem (National Center for Advancing Translational Sciences (NCATS))
G9a inh – blocks human histone lysine methyltransferase G9a; Q96KQ7; G9a H3K9 monomethylation, AlphaScreen, 2 h; Potency, µM (highest dose often 102 µM), inactives show at the highest dose activity, negative = inhibition, usual class: inhibitors; 350,000 tested, 8.8% active; note: % is set by controls: 0 for no effect and ±100 for the full control effect; nearly all actives have a fitted effect of over 75% in size
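G9a (20 nM) was preincubated 15 min with compound, then reacted 2 h at room temperature with 500 nM biotin-H3K9 peptide and 20 µM SAM. Monomethyl-H3K9 detected by AlphaScreen using anti-H3K9me1 antibody.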
Pol kappa inh – inhibitors of human DNA polymerase kappa | purified Pol kappa, fluorescent DNA synthesis assay, 10 min | Potency, µM (highest dose often 107 µM), inactives show at the top dose activity, negative = inhibition, most hits filed as inhibitors | 400,000 tested, 0.53% active; note: % is set by controls: 0 for no effect and ±100 for the full control effect
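Enzyme at 10 nM met test compounds for 15 min at room temperature. Substrate addition (50 nM final) began the reaction, which was monitored by fluorescence at 0 and 10 min.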
APEX1 inh – APE1 (human) endonuclease inhibition | P27695 | Potency, µM (top dose mostly 65.8 µM), for inactives: at the top dose activity change, negative = inhibition, usual class: inhibitors | AID 2517 | 350,000 tested, 0.35% active | recombinant APE1, TAMRA/BHQ-2 abasic DNA cleavage fluorescence;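 note: plate controls were vehicle for no effect and reference inhibitor for full effect; nearly all actives have a fitted effect of over 55% in size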
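APE1 at 0.75 nM preincubated 15 min at room temperature with compound. Reaction then started with 50 nM double-stranded THF-abasic substrate labelled with TAMRA/BHQ-2, and 525/598 nm fluorescence read kinetically. Activity taken as third-minus-first read difference, normalized to DMSO and NSC13755 controls.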
BLM helicase inh – blocks DNA unwinding by human BLM helicase. P54132. recombinant BLM DNA unwinding, fluorescence dequenching. Potency, µM (highest dose often 56.1 µM), inactives show at the top dose activity change, negative = inhibition, most hits filed as inhibitors. 350,000 tested, 0.2% active;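 note: plate controls were vehicle for no effect and no enzyme for full effect; nearly all actives have a fitted effect of over 35% in size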
Pol beta inh – DNA polymerase beta (human) inhibition; P06746; Pol beta primer extension/strand displacement, fluorescence kinetic; Potency, µM (highest dose often 114 µM), inactives show top-dose activity change, negative = inhibition, usual class: inhibitors; 340,000 tested, 1.3% active; note: % is set by controls: 0 for no effect and ±100 for the full control effect
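Preincubation: enzyme (10 nM) with compound, 15 min, RT. Reaction: substrate added to 50 nM final. Reads: 0 and 10 min. Analysis: normalized, Hill fit.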
Anesthetic bind – candidate novel general anesthetic via apoferritin binding | P02791 | apoferritin/1-aminoanthracene competitive binding, fluorescence | Potency, µM (titrated, usually from 77.5 µM), for the others: at the highest dose activity change, negative = displacement, hits mostly inhibitors | 350,000 tested, 0.074% active | AID 485281; note: % is set by controls: 0 for no effect and ±100 for the full control effect; nearly all actives have a fitted effect of over 20% in size
Target sequence (P02791 2-175 limits assumed): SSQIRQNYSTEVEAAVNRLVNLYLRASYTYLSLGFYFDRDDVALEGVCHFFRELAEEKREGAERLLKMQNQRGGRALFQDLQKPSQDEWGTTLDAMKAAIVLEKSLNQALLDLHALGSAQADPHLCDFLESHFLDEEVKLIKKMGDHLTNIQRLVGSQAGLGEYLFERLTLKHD
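10 uM apoferritin + 50% sat. 1-AMA, PBS; cpd 10 min RT; Ex380/Em535 endpoint; normalized to free probe vs complex; 4-param Hill fit; propofol titration as pos. ctrl.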
Pol eta inh – blocks human DNA polymerase eta activity; recombinant Pol eta, fluorescent DNA replication assay; Q9Y253; Potency, µM (highest dose often 114 µM), inactives show at the highest dose activity change, negative = inhibition, most hits filed as inhibitors; AID 588591; 390,000 tested, 1.2% active; note: % is set by controls: 0 for no effect and ±100 for the full control effect
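Pol eta at 10 nM preincubated with compounds 15 min at room temperature; reaction started with fluorescent substrate (50 nM final) and read kinetically at 0 and 10 min.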
Pol iota inh – inhibitors of human DNA polymerase iota; Q9UNA4; Pol iota fluorescent replication assay, 10 min; Potency, µM (highest dose often 115 µM), for inactives: top-dose activity, negative = inhibition, actives largely listed as inhibitors; 390,000 tested, 1% active; AID 588590
Target sequence (Q9UNA4 whole entry, looked up): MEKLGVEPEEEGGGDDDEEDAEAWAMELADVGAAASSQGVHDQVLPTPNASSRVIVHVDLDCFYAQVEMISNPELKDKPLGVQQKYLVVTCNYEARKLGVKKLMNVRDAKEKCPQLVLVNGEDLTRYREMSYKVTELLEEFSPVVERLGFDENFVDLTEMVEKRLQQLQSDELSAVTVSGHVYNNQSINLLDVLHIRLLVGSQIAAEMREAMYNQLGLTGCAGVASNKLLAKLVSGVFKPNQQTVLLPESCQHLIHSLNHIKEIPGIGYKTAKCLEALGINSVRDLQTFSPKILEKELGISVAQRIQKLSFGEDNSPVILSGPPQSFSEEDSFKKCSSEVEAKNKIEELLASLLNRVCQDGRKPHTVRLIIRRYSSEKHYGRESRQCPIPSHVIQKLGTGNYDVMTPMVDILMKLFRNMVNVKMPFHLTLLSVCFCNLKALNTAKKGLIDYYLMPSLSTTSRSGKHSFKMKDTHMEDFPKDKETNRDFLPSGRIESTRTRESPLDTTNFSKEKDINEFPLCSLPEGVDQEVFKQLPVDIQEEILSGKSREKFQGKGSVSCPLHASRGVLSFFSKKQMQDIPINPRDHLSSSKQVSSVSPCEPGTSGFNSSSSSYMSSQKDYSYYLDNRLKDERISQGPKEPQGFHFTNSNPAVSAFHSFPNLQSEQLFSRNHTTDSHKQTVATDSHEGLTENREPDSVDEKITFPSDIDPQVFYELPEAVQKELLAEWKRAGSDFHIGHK
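Pol iota at 10 nM preincubated 15 min with compounds at room temperature; reaction started with fluorescent substrate, 50 nM final. Fluorescence read kinetically at 0 and 10 min; buffer-only wells as negative control.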
BAZ2B inh – BAZ2B (human) inhibition. Potency, µM (top dose mostly 114 µM), for the others: top-dose activity change, negative = inhibition, usual class: inhibitors. AlphaScreen BAZ2B-H3K14Ac peptide displacement. AID 504333. 360,000 tested, 4.4% active. Q9UIF8; note: % is set by controls: 0 for no effect and ±100 for the full control effect; nearly all actives have a fitted effect of over 60% in size
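AlphaScreen luminescence quantifies BAZ2B engagement of H3K14Ac peptide; the protein and biotinylated peptide are both at 50 nM final, buffer PBS pH 7.4 with 0.01% Tween-20, all steps at room temperature.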
* marks the source's active call; other numbers are inactive results; ? = inconclusive; . = not tested or not shown; & = joins results of further samples; ! = not confirmed by another sample; [ ] = remark or other dose. Calls come from the whole dose curve; as a rule, active = well fitted curve in the direction sought with a large enough effect; inconclusive = small, poorly fitted or top-dose-only effect, or another doubt; inactive = no such curve, though single readings can be large; an effect the other way counts as inactive or inconclusive. Potency is the fitted concentration of half-maximal effect.

SMILES	G9a inh	Pol kappa inh	APEX1 inh	BLM helicase inh	Pol beta inh	Anesthetic bind	Pol eta inh	Pol iota inh	BAZ2B inh
Cc1cc(/C=C2\C(=O)NC(=S)N(C)C2=O)c(C)n1C1CCCCC1	?	-4%	-3%	-5%	-1%	-7%	-7%	6%	-21%
CN=C(SCc1ccccc1)c1c(O)n(C)c(=O)n(C)c1=O	6%	-16%	19%	1%	3%	?	7%	6%	-10%
Cc1ccc(C(O)P(=O)(Oc2ccccc2)Oc2ccccc2)cc1 (configuration not stated)	21%[2.33 µM]	9%	-6%	.	.	.	-15%	0%	-3%
CCOC(=O)c1c(/N=C/c2c(O)n(-c3cccc(C)c3)c(=O)[nH]c2=O)sc2c1CCCC2	?	-9%	-6%	-7%	-1%	-10%	?	0%	-31%
CC1CCCC(NC(=O)COC(=O)c2cn(C)c3ccccc23)C1C (configuration not stated)	21%[12.7 µM]	11%	16%	.	.	.	-22%	-7%	4%
Nc1nnc(CCN2CCCCC2)s1	20%[59 µM]	0%	0%	-7%	45%	2%	-15%	5%	13%
COc1ccc(C(=O)C2CCCN(Cc3ccc(C)s3)C2)c(OC)c1 (configuration not stated)	.	-6%	0%	-2%	-3%	-13%	-21%	-11%	-21%
CCCN1CCO[C@@H]2c3cc(O)ccc3OC[C@H]21	18µM*!	-11%[60.1 µM]	14%&-1%&1%&3%&3%	.	16%&18%[57.1 µM]	-2%&3%	-10%	18%	-3%
Cc1ccc(N)c(N)c1	-4%[0.501 µM]	-12%	-5%&-10%&-1%	1%	.	6%	-16%	17%	2%
O=P(O)(O)COc1ccccc1O	-10%	-4%	0%	1%	-27%	-1%	7%	2%	?
CC(C)(O)C1C2OC(=O)C1[C@]1(O)CC3O[C@@]34C(=O)OC2[C@@]14C (some centres not stated)	-2%[2.33 µM]	-6%[60.1 µM]	-3%	-11%	.	1%	.	.	.
Cc1cc(/C=C2\C(=O)NC(=O)N(c3ccc(Br)cc3)C2=O)c(C)n1-c1cc(C(=O)O)cc(C(=O)O)c1	20µM*	2.8µM*	-32%	6%	28µM*	3%	2.5µM*	?	56µM*
Cc1c(C=O)c2ccccc2n1Cc1ccc([N+](=O)[O-])cc1	-11%[59 µM]	-13%	3%	-2%	11%	-10%	-18%	-5%	-39%
CCC(=NCCCn1ccnc1)c1c(O)n(-c2ccccc2)c(=O)[nH]c1=O	2%	-2%	-2%	-1%	-1%	1%	-21%	33%[activator]	-10%
COc1ccc(CN2CCN(c3ccccc3)CC2)c(C)c1C	11µM*	0%	19%	-8%	9%	-2%	-7%	6%	50µM*
O=C(NC(=C(Cl)Cl)P(=O)(c1ccccc1)c1ccccc1)c1ccccc1	7%[59 µM]	-7%	1%	1%	-9%	-10%	-11%	29%	10%
CC(C)c1c(CN(C)C(C)Cc2ccccc2)n(C)n(-c2ccccc2)c1=O (configuration not stated)	7%[59 µM]	-14%	-2%	.	.	.	0%	?	8%
CCCCn1c(O)c(C(C)=NCc2ccco2)c(=O)[nH]c1=O	0%	-4%	-6%	-1%	-6%	0%	0%	-19%	-21%
CCOc1ccccc1CN1C2CCC1CC(c1ccc(C)cc1)C2 (configuration not stated)	31%	1%	6%	2%	5%	-7%	-9%	67%[activator]	-6%
CC1CN=C(NCCc2ccccc2)S1 (configuration not stated)	13%	-4%	12%	2%	20%	-10%	-8%	97%[activator]	3%
COc1cc(CN2CCCC(CCC(=O)NCc3ccc(C)o3)C2)cc2c1OCO2 (configuration not stated)	.	-4%	19%	-2%	28%	-6%	-5%	4%	-11%
CCCCCCCC/C=C\CCCCCCCC(=O)OC[C@@H](COP(O)(O)=S)OC	.	17µM*	?	?	.	?	.	.	.
Cc1ccc(-n2c(CNCc3ccc(F)cc3)nc3ccccc3c2=O)cc1	7%[59 µM]	14%	-4%	-6%	15%	?	-8%	5%	-31%
C[C@@H]1Cc2c(Cl)cc(C(=O)N[C@H](Cc3ccccc3)C(=O)O)c(O)c2C(=O)O1	.	-1%[60.1 µM]	-2%	2%	.	131%[activator]	.	.	.
CCCOP(=O)(OCCC)C(Nc1ccc(C(C)C)cc1)c1ccc([N+](=O)[O-])cc1 (configuration not stated)	?	-13%	9%	-11%	2%	?	-15%	3%	56µM*
SMILES	G9a inh	Pol kappa inh	APEX1 inh	BLM helicase inh	Pol beta inh	Anesthetic bind	Pol eta inh	Pol iota inh	BAZ2B inh
NP(=O)(OCC(F)(F)F)Oc1cccc2ccccc12 (configuration not stated)	-45%[59 µM]	4%	4%	-3%	21%	-1%	-15%	10%	-3%
C=CCn1c(O)c(C=Nc2ccc(OC)cc2C)c(=O)[nH]c1=O	-14%[2.33 µM]	-20%	1%	1%	-21%	-9%	4%	1%	-27%
CN(C)S(=O)(=O)c1cc(C(=O)N2CCC(C(=O)O)(c3ccccc3)CC2)ccc1Cl	8%	7%	6%	-2%	18%	-5%	-14%	123%[activator]	3%
NC(=O)c1ccc(OCCC(O)N2CC=C(c3ccc(F)cc3)CC2)cc1 (configuration not stated)	2%[59 µM]	-28%	9%	.	.	.	-5%	-10%	9%
COC(=O)C1=C(c2cccc(NC(C)=O)c2)C[C@@H]2CC[C@H]1N2C	17%[2.33 µM]	3%	25%	.	.	.	-15%	?	-2%
Cc1c(C(=O)N2CCC3(CC2)OCCO3)oc2ccc(S(=O)(=O)N3CCCCC3)cc12	9%	-2%	?	-1%	9%	5%	-23%	27%	0%
COCc1cc(C2SCC(=O)Nc3c2c(=O)[nH]n3C(C)C)ccc1OC (configuration not stated)	-2%[12.7 µM]	5%	4%	2%	-1%	-4%	-10%	15%	-2%
Cc1cccc(-n2nc(C)c3c2NC(=O)CSC3c2ccccc2Cl)c1 (configuration not stated)	0%[59 µM]	-10%	.	-3%	24%	-3%	.	5%	-27%
CN1CCC(N(C)c2ncnc3ccc(Br)cc23)CC1	-45%[59 µM]	-5%	-3%	3%	?	-3%	-4%	27%	7%
CCOC(=O)CCN(SN(C)C(=O)Oc1cccc2c1OC(C)(C)C2)C(C)C	.	0%[60.1 µM]	1%	-4%	.	-9%	.	.	.
CCOc1ccc(N2C(=O)CC(=O)NC2=O)cc1	-8%[0.501 µM]	-9%	11%	-2%	29%	-15%	-22%	111%[activator]	-6%
CCCOC(=O)c1cc2c(cn1)[nH]c1ccccc12	14%[59 µM]	5%[19.4 µM]	-2%	.	.	-12%	.	.	.
Cc1cc(=O)[nH]c(SCc2nc3ccccc3c(=O)n2-c2ccccc2C)n1	-3%	-22%	2%	1%	29%	-7%	9%	40%[activator]	-17%
O=C(COc1ccc(Cl)cc1)N1CCN(C/C=C/c2ccccc2)CC1	-12%	-15%	2%	-1%	4%	-18%	?	56%[activator]	-7%
Cn1c(N)c(Sc2ccccc2[N+](=O)[O-])c(=O)n(C)c1=O	45µM*	-18%	11%	-2%	48%	-9%	12%	18%	-2%

Two compounds drawn at random from those above:
SMILES	G9a inh	Pol kappa inh	APEX1 inh	BLM helicase inh	Pol beta inh	Anesthetic bind	Pol eta inh	Pol iota inh	BAZ2B inh
COC(=O)C1=C(c2cccc(NC(C)=O)c2)C[C@@H]2CC[C@H]1N2C	17%[2.33 µM]	3%	25%	.	.	.	-15%	?	-2%
CN1CCC(N(C)c2ncnc3ccc(Br)cc23)CC1	-45%[59 µM]	-5%	-3%	3%	?	-3%	-4%	27%	7%

Gathered by group, those above with a carbonyl joined to an NH by a bond outside any ring (six)
SMILES	G9a inh	Pol kappa inh	APEX1 inh	BLM helicase inh	Pol beta inh	Anesthetic bind	Pol eta inh	Pol iota inh	BAZ2B inh
CC1CCCC(NC(=O)COC(=O)c2cn(C)c3ccccc23)C1C (configuration not stated)	21%[12.7 µM]	11%	16%	.	.	.	-22%	-7%	4%
O=C(NC(=C(Cl)Cl)P(=O)(c1ccccc1)c1ccccc1)c1ccccc1	7%[59 µM]	-7%	1%	1%	-9%	-10%	-11%	29%	10%
COc1cc(CN2CCCC(CCC(=O)NCc3ccc(C)o3)C2)cc2c1OCO2 (configuration not stated)	.	-4%	19%	-2%	28%	-6%	-5%	4%	-11%
C[C@@H]1Cc2c(Cl)cc(C(=O)N[C@H](Cc3ccccc3)C(=O)O)c(O)c2C(=O)O1	.	-1%[60.1 µM]	-2%	2%	.	131%[activator]	.	.	.
NC(=O)c1ccc(OCCC(O)N2CC=C(c3ccc(F)cc3)CC2)cc1 (configuration not stated)	2%[59 µM]	-28%	9%	.	.	.	-5%	-10%	9%
COC(=O)C1=C(c2cccc(NC(C)=O)c2)C[C@@H]2CC[C@H]1N2C	17%[2.33 µM]	3%	25%	.	.	.	-15%	?	-2%

These rows are one share of the data; count on the stated rates, not on these rows.
